Screening data deposited in PubChem BioAssay by several laboratories.
GalR3 antagonist: blocks the human galanin receptor 3; O60755; HEK293 GalR3-CNG cAMP membrane potential fluorescence; galR3 body fused to GalR1 C-terminus; inhibition, % at 3 µM; 360,000 compounds, 0.44% hits; AID 651719;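 active = inhibition above the screen-wide average plus 3 SD, cut at about 13% in these data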;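 also: forskolin and galanin both at EC90 stimulate the cells; cAMP rise reported by CNG channel membrane potential dye signal; 0% = forskolin plus galanin with DMSO and 100% = forskolin alone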
SUMO HTRF inh: blocks human SUMOylation mediated by UBC9; P63279; HTRF SUMOylation assay, SAE1/SAE2 + UBC9, in vitro; inhibition, % at 35 µM; 290,000 compounds, 0.36% hits; AID 2006; in the data active = inhibition above about 50%, passing the limit was not always enough; also: strong numbers were not always called active
IDE act: boosts human insulin-degrading enzyme activity in HEK cells | activation, % at 5.96 µM | 340,000 compounds, 0.073% hits | FAbeta-B cleavage, fluorescence polarization; 0% vehicle, 100% cell-free pure enzyme wells | P14735;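 active = activation above the mean of all tested compounds plus 3 SD, set per screening campaign, cut at about 17% in these data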
p-CIP stab down: p/CIP protein destabilization; Q05BA5; F442A p/CIP-EGFP cells, EGFP fluorescence, 16 h; decrease of EGFP signal, % at 10 µM; 290,000 compounds, 0.01% hits; AID 1984;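 active = EGFP signal decrease of at least 30% at 10 µM or well 3 SD below plate mean, unless failing retest; inactive = the rest, including hits failing retest or dose response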; also: some compounds called inactive have numbers as strong as hits; many of its hits are not listed in these tables
Target sequence (Q05BA5 1-1403): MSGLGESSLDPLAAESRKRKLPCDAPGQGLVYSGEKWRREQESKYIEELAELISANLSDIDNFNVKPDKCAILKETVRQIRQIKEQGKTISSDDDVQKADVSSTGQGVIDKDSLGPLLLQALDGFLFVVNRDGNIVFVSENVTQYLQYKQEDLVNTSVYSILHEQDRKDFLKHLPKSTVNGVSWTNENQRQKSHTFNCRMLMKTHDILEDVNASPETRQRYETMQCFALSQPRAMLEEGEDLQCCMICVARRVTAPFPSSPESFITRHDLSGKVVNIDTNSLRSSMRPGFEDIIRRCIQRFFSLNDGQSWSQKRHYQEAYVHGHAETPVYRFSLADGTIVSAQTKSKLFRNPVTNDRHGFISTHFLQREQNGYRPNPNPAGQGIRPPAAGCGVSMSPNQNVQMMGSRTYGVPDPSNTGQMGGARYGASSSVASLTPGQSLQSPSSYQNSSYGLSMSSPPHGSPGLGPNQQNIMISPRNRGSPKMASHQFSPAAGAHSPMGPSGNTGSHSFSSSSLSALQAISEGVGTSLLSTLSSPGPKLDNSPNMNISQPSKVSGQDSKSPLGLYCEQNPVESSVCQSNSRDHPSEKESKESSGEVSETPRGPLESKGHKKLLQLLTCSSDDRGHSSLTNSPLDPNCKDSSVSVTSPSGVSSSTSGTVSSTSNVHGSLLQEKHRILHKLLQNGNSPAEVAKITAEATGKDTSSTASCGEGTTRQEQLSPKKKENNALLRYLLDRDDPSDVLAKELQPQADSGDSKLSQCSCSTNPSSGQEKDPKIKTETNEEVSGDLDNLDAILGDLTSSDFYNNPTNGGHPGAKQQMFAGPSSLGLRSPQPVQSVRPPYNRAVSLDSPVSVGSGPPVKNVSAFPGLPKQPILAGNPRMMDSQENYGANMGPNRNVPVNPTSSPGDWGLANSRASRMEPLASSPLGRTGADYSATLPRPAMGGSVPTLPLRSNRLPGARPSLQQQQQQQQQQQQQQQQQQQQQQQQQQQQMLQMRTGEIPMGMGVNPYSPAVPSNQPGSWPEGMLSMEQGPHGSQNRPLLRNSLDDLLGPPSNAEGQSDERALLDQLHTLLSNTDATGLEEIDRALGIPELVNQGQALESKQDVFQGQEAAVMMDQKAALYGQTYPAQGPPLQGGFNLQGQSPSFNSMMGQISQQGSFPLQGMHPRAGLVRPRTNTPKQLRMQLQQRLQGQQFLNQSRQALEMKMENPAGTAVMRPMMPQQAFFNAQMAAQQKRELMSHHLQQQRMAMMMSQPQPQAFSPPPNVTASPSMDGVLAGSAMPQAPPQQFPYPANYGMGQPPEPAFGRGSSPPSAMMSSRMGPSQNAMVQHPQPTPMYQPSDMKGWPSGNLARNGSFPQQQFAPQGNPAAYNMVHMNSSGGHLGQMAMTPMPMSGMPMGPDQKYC
VIM-2 inhibitor: blocks Pseudomonas aeruginosa VIM-2 metallo-beta-lactamase. AID 1527. purified VIM-2, nitrocefin hydrolysis, epi-absorbance fluorescence. inhibition, % at 5.6 µM. 290,000 compounds, 0.89% hits;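 active = inhibition above the mean of all tested compounds plus 3 SD, cutoff set per screening run, cut at about 7.5% in these data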;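 also: red hydrolysis product quenches plate fluorescence so inhibitors raise well fluorescence; 0% = enzyme with DMSO and 100% = DMSO without enzyme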
CRFR2-BP antag: blocks CRF-induced signaling of the CRF-BP/CRF-R2 complex. 350,000 compounds, 0.59% hits. AID 588475. HEK293 CRF-R2/CRF-BP, CRF-induced calcium fluorescence. inhibition, % at 11.8 µM;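 active = inhibition of the ligand-induced calcium signal above about 50% at the single tested concentration, limit read from the data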
NS3 helicase inh: blocks Hepatitis C virus NS3 helicase unwinding; NS3 helicase DNA unwinding, Cy5 molecular beacon fluorescence; inhibition, % at 10.9 µM; 290,000 compounds, 0.56% hits; AID 1800;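 active = inhibition above the mean of all tested compounds plus 3 SD, set per campaign, cut at about 35% in these data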;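 also: 0% = DMSO wells and 100% = thioflavine S control wells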
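Control set: DMSO versus 110 µM thioflavine S; Material: NS3 helicase fragment of HCV; Measured by: Cy5 fluorescence at 0 and 60 min, beacon hairpin quenching; Read-out basis: percent inhibition from t60/t0 fluorescence ratio; Times: reaction time 60 min, 25 °C; Repeats: single replicate; Compound dosing: single dose, 10.9 µM nominal final, DMSO 0.8% final.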
IMP-1 inhibitor: inhibitors of Pseudomonas aeruginosa IMP-1 metallo-beta-lactamase. purified IMP-1, nitrocefin hydrolysis, epi-absorbance fluorescence. inhibition, % at 5.6 µM. 290,000 compounds, 0.45% hits;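 active = inhibition above the mean plus 3 SD of all compounds in the same screening run, cut at about 4.5% in these data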;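 also: 0% = IMP-1 with DMSO and 100% = DMSO wells lacking enzyme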
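Material – recombinant IMP-1 enzyme, purified · Amount – IMP-1 0.2 nM before substrate addition · Medium – HEPES buffer pH 7.1 with ZnSO4 and Brij 35 · Timing – 25 °C, 15 min preincubation, 25 min reaction · Measured by – plate fluorescence quenching by hydrolysis product, ex 480/em 530 nm · Read-out – percent enzyme inhibition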
IDE cell inh: cellular human IDE inhibition | P14735 | HEK cells, FAbetaB cleavage, fluorescence polarization | inhibition, % at 5.59 µM | 320,000 compounds, 0.41% hits;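 active = percent inhibition above the average of all tested compounds plus 3 SD, set per screening campaign, cut at about 16% in these data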;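 also: IDE supplied by intact live HEK cells; FP after avidin binding of uncleaved biotin substrate so inhibition keeps polarization high; 0% = DMSO wells and 100% = 60 µM reference IDE inhibitor Ii1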
* = called active by the depositor; · = no result given; & = joins results of further samples.

SMILES	GalR3 antagonist	SUMO HTRF inh	IDE act	p-CIP stab down	VIM-2 inhibitor	CRFR2-BP antag	NS3 helicase inh	IMP-1 inhibitor	IDE cell inh
Cc1cc(C(=O)Nc2ccc(S(=O)(=O)N3CCCC3)cc2)no1	-2	6	10	-1	2.2	3	-8	-0.5	1
Nc1ccc(S(=O)(=O)NC2(C(F)(F)F)NC(=O)N(c3ccccc3F)C2=O)cc1 (centres undefined)	-8	-4	3	0	-2.9	-8	-9	-5.6	3
COc1ccc(NC(=O)CCCc2ccccc2)c(OC)c1	-11	1	5	-8	-0.2	11	2	-0.9	-1
COc1ccccc1N1CCN(C(c2cccs2)C(C)NC(=O)C(=O)N2CCCCC2)CC1 (centres undefined)	-11	-20	0	-16	-0.3	-3	5	-0.2	-2
COc1ccc(NC(=O)NCCCN2CCc3ccccc3C2)cc1	2	-8	8	3	-2.0	52*	4	-0.2	-2
Cc1ccc(NS(=O)(=O)c2c(F)cc(F)c(Cl)c2F)cc1S(=O)(=O)N1CCOCC1	4	·	-4	·	·	-8	·	·	4
O=C(O)c1cccc(Nc2ncnc3ccc(Br)cc23)c1	-5	24	-4	-2	1.2	-7	-4	-0.8	-1
CCOc1ccc(NC(=O)COC(=O)c2ncc(Cl)c(Cl)c2Cl)cc1	-10	6	3	-11	-1.7	-10	11	-2.8	3
O=C(COC(=O)CC1CC2CCC1C2)NC(=O)NC1CCCC1 (centres undefined)	2	3	2	-5	0.4	-7	-10	-1.0	-3
COc1ccc(C)cc1Nc1nc(-c2ccccc2O)nc2ccccc12	0	9	2	-1	-0.5	2	-9	-2.7	4
Cc1ccc(-n2[nH]c(C)c(/C=N/NC(=O)c3cccc([N+](=O)[O-])c3)c2=O)cc1C	·	-2	·	-3	-3.2	·	2	-3.1	-1
O=C(NCCCn1ccnc1)c1cnn2c1NC(c1ccccc1)CC2C(F)(F)F (centres undefined)	-3	13	3	-10	0.7	-3	-31	-1.1	-3
O=C(NCCc1ccccn1)c1nc(Cn2cc([N+](=O)[O-])cn2)no1	-9	-6	1	-4	-0.9	5	2	-3.1	3
COC(=O)C1=C(C)N(CC2CC2)C(=NCCN2CCOCC2)N[C@H]1c1ccccc1	·	18	6	-5	-2.3	5	-10	-4.1	-3
CC(C)(C)c1nnc(NC(=O)Nc2ccc(Cl)cc2)s1	-7	10	5	-12	-3.7	1	1	-1.4	2
CCN(C(=O)c1ccccc1F)c1nc(-c2ccc(OC)cc2)cs1	-10	-3	0	-4	0.8	6	-3	-1.4	4
CCN(CC)C(=O)CN1C(=O)c2cccc3cccc1c23	-4	21	4	0	1.4	8	-8	-1.2	-2
O=C(NCc1ccccc1)c1ccc2ccccc2n1	-8	-11	5	-1	-1.8	-8	4	-3.3	4
COc1ccc(C(=O)N2CCC(C(=O)c3ccc(F)cc3)CC2)cc1	-7	13	-1	-18	-1.9	32	-7	-6.9	0
CC(C)(C)n1cnc2cc(NCc3cccs3)ccc21	-5	3	2	2	-0.7	-2	17	-3.0	3
COc1ccc2c(c1OC)C(=O)OC2C1c2c(cc3c(c2OC)OCO3)CCN1C (centres undefined)	-1&-2	27&0	7&2&7	-7&8	-0.2&1.0	4&6&0	-10&2	-3.2&-0.5	3&-2&2
C#CCCC(=O)c1ccccc1/C=[N+](\[O-])c1ccccc1	-6	·	0	·	·	1	·	·	2
CC(=O)c1ccccc1NC(=O)COC(=O)c1cc[n+]([O-])cc1	-2	·	-1	·	·	-7	·	·	2
N#Cc1cccc(NC(=S)Nc2ccccc2)c1	-1	8	-5	-7	-2.9	-8	3	-1.9	10
CCOc1ccc(NC(=O)C(=O)NCCN2CCN(S(=O)(=O)c3ccccc3)CC2)cc1	8	-8	-2	-1	-1.7	-20	25	-4.1	3
CN(Cc1ccccc1)S(=O)(=O)c1ccc(Cl)c(C(=O)NCCCN2CCOCC2)c1	3	·	6	·	·	8	·	·	-2
CCCN(CC(=O)Nc1ccc(F)c(F)c1F)C(=O)c1ccc2c(c1)NC(=O)CS2	4	·	2	·	·	-11	·	·	2
O=C(Nc1ccc(Cl)cc1)N[C@@H]1c2c(ccc3ccccc23)OC[C@@H]1CO	-7	4	2	-6	-2.3	-26	-11	-0.8	1
O=C(O)CCNC1CCCCC1	-7	20	3	-1	-1.3	-3	-8	-2.1	0
CC(=O)c1ccc(S(=O)(=O)N2CCN(c3ccccc3F)CC2)cc1	2	10	8	-7	-3.8	-4	-9	-0.6	-1
CCN1CCN(C(=S)Nc2ccc(Cl)cc2)CC1	-3	10	3	-20	-1.1	-8	-1	-1.1	6
COCCC(=O)Nc1ccc2c(c1)CN(C(=O)CCOC)CC2	0	-9	3	1	-4.5	-3	3	-4.6	7
CCOC(=O)c1ccc(NC(=O)CCNC(=O)c2ccc([N+](=O)[O-])cc2)cc1	5	-5	-1	-5	-0.4	45	5	-3.9	11
Cc1cccc(C)c1NC(=O)CSc1nnc(NC(=O)C2CC2)s1	-8	9	3	16	-2.5	-2	0	-3.1	6
CC(=O)Oc1ccc2nc(-c3ccc(Br)o3)oc(=O)c2c1	-8	-2	2	2	0.1	8	16	-3.6	7
CCOC(=O)c1sc(N)c(C(=O)OCC)c1C	-4	13	·	3	0.1	6	1	-0.5	-3
O=C(Nc1ccccc1O)/C(=C\c1ccccc1)NC(=O)c1ccccc1	-3	10	1	8	-4.0	-9	5	-1.2	2
COc1ccccc1C1SCCN1S(C)(=O)=O (centres undefined)	4	-10	5	-3	0.5	6	10	0.0	3
CCOc1ccc(N2C(=O)CC(Sc3nc4ccc(OCC)cc4s3)C2=O)cc1 (centres undefined)	-3	·	-1	·	-4.4	-5	2	-1.3	-1
COc1ccc2c3c([nH]c2c1)C1CC2C(CC(O)C(OC)C2CO)CN1CC3 (centres undefined)	-2	21	2	-5	-2.8	-17	2	-4.0	1
CC(C)=CC(=O)OCC(=O)NC(=O)NC(C)(C)C	-7	11	3	-7	-3.8	5	11	-3.1	-2
CCN(C(=O)CSc1nnc(-c2ccc(F)cc2)c2ccccc12)C1CCS(=O)(=O)C1 (centres undefined)	-8	6	-1	-4	0.9	2	-5	-3.0	4
CSc1ccccc1C(=O)OCC(=O)NC1CCS(=O)(=O)C1 (centres undefined)	-4	-3	4	4	0.3	-14	-2	-2.9	2
CCOC(=O)c1nc(Nc2ccc(C)cc2)c2ccccc2n1	-3	12	2	1	-0.6	2	-5	-3.7	0
COc1ccc(C)cc1NC(=O)NCc1ccccn1	-2	10	8	-1	-2.4	14	7	-2.6	4
O=C(CCc1nnc(Cc2c[nH]c3ccccc23)o1)NCC1CC12CCCCC2 (centres undefined)	-4	-9	7	4	-3.6	-4	-4	-2.2	4
COc1cc(C)nc(NC(=O)COc2ccc(Cl)cc2C)n1	-3	-4	4	8	0.7	-4	20	-0.9	-5
CC1OC2(C)OC(=N)C1(C#N)C(C#N)(C#N)C2c1ccccc1 (centres undefined)	-1	11	2	6	-2.9	-36	19	-3.1	1
Nc1c(-c2ccccc2Cl)cnn1-c1cccc([N+](=O)[O-])c1	-5	-4	0	-4	-1.9	-3	-3	0.1	2
CC(=O)c1ccc(S(=O)(=O)NCC2(N3CCOCC3)CCCCC2)cc1	-3	·	1	·	·	-1	·	·	-2
Nc1nc(-c2ccccc2)cc(-c2ccccc2O)n1	-14	15	6	-4	-1.3	-9	-2	-4.1	-2
COc1ccc(CC2(C)OC(c3ccc([N+](=O)[O-])cc3)=NN2C(C)=O)cc1 (centres undefined)	-3	7	3	-4	-2.5	7	-14	-2.2	8
Cc1ccc(S(=O)(=O)NCCC(=O)OCC(=O)NCCc2ccccc2)cc1C	-3	·	3	·	·	4	·	·	-3
O=C(O)COc1ccc(/C=N/NC(=O)C(O)(c2ccccc2)c2ccccc2)cc1	-6	11	-1	1	-1.4	-7	4	-1.9	-3
O=C(COc1coc(CN2CCc3ccccc3C2)cc1=O)Nc1cccc(F)c1	-3	·	1	·	·	12	·	·	2
COc1cc(/C=N/NC(=O)c2sc(N)c(C#N)c2C)ccc1O	-6	3	4	-26	-3.8	-10	3	-2.9	8
CCOC(=O)c1c(C)c(C(=O)Nc2ccc3c(c2)OCCO3)c(C)n1C	-5	-11	-2	-1	-5.3	6	4	-2.0	7
CCn1c(Cc2ccccc2)nnc1SCc1nc2ccccc2c(=O)[nH]1	·	-9	2	-1	-2.3	-52	-1	-3.3	7
CCOC(=O)C1CCN(C(=O)c2cc(C)n(C(C)(C)C)n2)CC1	-4	4	11	-8	-0.2	5	-6	0.1	6
COCCN(C(=O)COC(=O)CCS(=O)(=O)c1ccccc1)c1c(N)n(Cc2ccccc2)c(=O)[nH]c1=O	14*	·	6	·	·	19	·	·	3

Whole records from above.
CCn1c(Cc2ccccc2)nnc1SCc1nc2ccccc2c(=O)[nH]1 as listed: GalR3 antagonist: ·; SUMO HTRF inh: -9; IDE act: 2; p-CIP stab down: -1; VIM-2 inhibitor: -2.3; CRFR2-BP antag: -52; NS3 helicase inh: -1; IMP-1 inhibitor: -3.3; IDE cell inh: 7
CCOC(=O)c1c(C)c(C(=O)Nc2ccc3c(c2)OCCO3)c(C)n1C as listed: GalR3 antagonist: -5; SUMO HTRF inh: -11; IDE act: -2; p-CIP stab down: -1; VIM-2 inhibitor: -5.3; CRFR2-BP antag: 6; NS3 helicase inh: 4; IMP-1 inhibitor: -2.0; IDE cell inh: 7

New compounds follow.
SMILES	GalR3 antagonist	SUMO HTRF inh	IDE act	p-CIP stab down	VIM-2 inhibitor	CRFR2-BP antag	NS3 helicase inh	IMP-1 inhibitor	IDE cell inh
Cc1c(Cl)cccc1N1C(=O)CC(NNC(=O)c2ccc3c(c2)OCO3)C1=O (centres undefined)	-4	·	-2	·	·	-1	·	·	2
CC(CN1CCCC1)OC(=O)C(c1ccccc1)c1ccccc1 (centres undefined)	-8	1	3	5	1.4	3	-11	-2.1	-4
Cc1cc(C)c2cc(C)c3nnc(SCC(=O)NCc4ccc5c(c4)OCO5)n3c2c1	-6	23	4	7	1.5	-12	-1	-2.2	4
Cc1cc(C(=O)NNC(=S)NCc2ccco2)n(C)n1	-7	13	3	-8	-4.8	-11	2	-2.0	4
O=c1c(-c2ccccc2)n[nH]c2ccccc12	0	3	4	9	-2.8	-19	-4	-0.7	1
CC(C)c1ccc(/C=C/C(=O)n2nnc3ccccc32)cc1	-7	3	6	-10	-0.2	0	7	-2.4	0
CCOC(=O)Cc1nn(Cc2ccc(Cl)cc2)c(=O)c2ccccc12	-6	2	2	-1	-1.0	4	8	-0.7	4
COc1ccc(CC(NC(C)=O)C(=O)NC2CCN(c3nc(C)cc(C)c3C#N)CC2)cc1 (centres undefined)	-5	13	0	-11	-3.8	22	4	-0.3	4
COC(=O)C1=C(O)/C(=C/c2ccc(OCC(=O)Nc3ccccc3)cc2)N=C1C	-2	5	-4	-8	-0.2	2	-5	-2.6	2
